Bim-Bfl-1 = disrupts Bim binding to human Bfl-1; Bead-based flow cytometry, Bim-Bfl-1 binding inhibition; AID 1008; hit rate 0.12% among 190,000; Q16548; inhibition, % at 10 µM;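 note: 0% = wells without compound plus tracer and 100% = blocker peptide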
RGS7-Gao reg = human RGS7-Galphao interaction regulation; AID 1439; hit rate 0.35% among 220,000; Multiplexed bead flow cytometry, RGS7-Galphao binding; actives lie on both sides; binding response (% of control), % at 10 µM; P09471; in the data active = binding response below about 49% or above about 150%; inconclusive = no clear call, values can overlap the other calls; inactive = in between;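 note: fluorescent Galphao held in activated GDP-AlF4 state binding bead-coupled RGS7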
Bim-Bcl-2 = disrupts Bim peptide binding to human Bcl-2 | Bead-based flow cytometry, Bim peptide-Bcl-2 binding | inhibition, % at 10 µM | hit rate 0.06% among 190,000; in the data active = inhibition above about 40%; inconclusive = no clear call, values can overlap the other calls;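 note: 0% = no compound wells with probe peptide and 100% = reference peptide inhibitor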
Bcl-B Bim block = human Bim-Bcl-B interaction inhibition | Q9HD36 | bead-based flow cytometry, Bim peptide-Bcl-B binding | inhibition, % at 10 µM | hit rate 0.073% among 190,000 | AID 951;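 note: 0% = tracer peptide without compound and 100% = reference inhibitor peptide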
Target sequence (Q9HD36 whole entry, looked up): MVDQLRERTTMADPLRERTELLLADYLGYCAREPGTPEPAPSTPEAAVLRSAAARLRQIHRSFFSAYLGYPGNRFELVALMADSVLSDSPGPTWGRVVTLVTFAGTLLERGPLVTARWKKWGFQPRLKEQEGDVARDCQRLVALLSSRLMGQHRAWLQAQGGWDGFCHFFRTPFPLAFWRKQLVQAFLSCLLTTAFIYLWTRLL
Bcl-W Bim block = disrupts Bim peptide binding to human Bcl-W; Q92843; bead-based flow cytometry; inhibition, % at 10 µM; hit rate 0.02% among 190,000; AID 952;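 note: 0% = bound tracer without compound and 100% = peptide blocker; higher means less fluorescent Bim peptide bound to Bcl-W beads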
Target sequence (Q92843 whole entry, looked up): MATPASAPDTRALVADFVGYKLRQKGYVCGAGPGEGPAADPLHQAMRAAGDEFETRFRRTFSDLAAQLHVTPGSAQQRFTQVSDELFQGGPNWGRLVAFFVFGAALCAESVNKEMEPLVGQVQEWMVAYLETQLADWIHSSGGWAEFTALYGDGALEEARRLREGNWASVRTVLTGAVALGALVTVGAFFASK
RGS8-Gao = regulators of human RGS8-Galphao interaction; P09471; multiplexed bead flow cytometry, RGS8-Galphao binding; actives lie on both sides; response (percent of control binding), % at 10 µM; hit rate 0.34% among 220,000; AID 1423; in the data active = response below about 60% or above about 140%; inactive = in between;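 note: Galphao activated as the GDP aluminium fluoride complex binding bead-coupled RGS8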
Bim-Bcl-XL = disrupts Bim peptide binding to human Bcl-XL | hit rate 0.04% among 190,000 | bead flow cytometry, fluorescence | AID 1007 | inhibition, % at 10 µM | Q07817
Target sequence (Q07817 whole entry, looked up): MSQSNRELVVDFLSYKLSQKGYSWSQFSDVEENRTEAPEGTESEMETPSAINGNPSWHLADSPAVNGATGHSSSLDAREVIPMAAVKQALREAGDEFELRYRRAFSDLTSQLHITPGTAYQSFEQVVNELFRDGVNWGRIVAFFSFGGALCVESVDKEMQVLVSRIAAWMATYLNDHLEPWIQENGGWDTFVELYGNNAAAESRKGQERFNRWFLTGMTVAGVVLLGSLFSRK
Mcl1-Noxa inh = disrupts binding of human Mcl-1 to Noxa peptide | Q07820 | TR-FRET Mcl-1/Noxa peptide binding, 2 h | inhibition, % at 21.7 µM | hit rate 1.5% among 220,000;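 active = compounds that cut the protein-peptide binding signal by more than 50% relative to plate controls in a single-dose test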;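 note: His-tagged Mcl-1 with rhodamine Noxa BH3 peptide and terbium anti-His antibody; 0% = Mcl-1 plus Noxa peptide wells and 100% = peptide-only wells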
Target sequence (Q07820 whole entry, looked up): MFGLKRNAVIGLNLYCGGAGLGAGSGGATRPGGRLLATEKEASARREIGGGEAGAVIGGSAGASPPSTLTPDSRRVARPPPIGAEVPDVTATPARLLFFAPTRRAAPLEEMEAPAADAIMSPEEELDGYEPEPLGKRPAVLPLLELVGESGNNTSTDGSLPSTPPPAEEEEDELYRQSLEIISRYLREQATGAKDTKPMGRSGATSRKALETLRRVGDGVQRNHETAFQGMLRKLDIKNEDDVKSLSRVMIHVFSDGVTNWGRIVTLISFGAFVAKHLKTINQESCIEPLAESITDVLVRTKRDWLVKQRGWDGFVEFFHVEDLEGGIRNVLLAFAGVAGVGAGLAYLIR
Bim-Mcl-1 = disrupts Bim peptide binding to human Mcl-1; Q07820; Bead-based flow cytometry, Bim peptide-Mcl-1 binding; inhibition, % at 10 µM; hit rate 0.1% among 190,000; AID 1009;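 note: 0% = no compound tracer wells and 100% = peptide blocker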
RGS4-Gao reg = human RGS4-Galphao interaction regulation; P09471; Multiplexed bead flow cytometry, RGS4-Galphao binding; actives lie on both sides; binding response (% of control), % at 10 µM; hit rate 0.33% among 220,000; AID 1415; in the data active = binding response below about 49% or above about 150%; inactive = in between;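 note: fluorescent Galphao activated with aluminum fluoride binding bead-coupled RGS4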
Mcl1 Bid PPI = disrupts binding of human Mcl-1 to Bid peptide | Q07820 | TR-FRET Mcl-1/Bid-Dy647 peptide binding, 1536-well | inhibition, % at 21.7 µM | hit rate 0.97% among 220,000 | AID 1021;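 active = compounds that cut the binding signal by more than half at the single screening dose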;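 note: His-tagged Mcl-1 with europium anti-His antibody binding Bid BH3 peptide; 0% = Mcl-1 plus peptide wells and 100% = peptide-only wells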
* marks the source's active call; other numbers are inactive results; ? = inconclusive; . = no result given. Cut-off read from the data, not from the text of the source, unless noted: active = inhibition above about 40%.

Bim-Bfl-1	RGS7-Gao reg	Bim-Bcl-2	Bcl-B Bim block	Bcl-W Bim block	RGS8-Gao	Bim-Bcl-XL	Mcl1-Noxa inh	Bim-Mcl-1	RGS4-Gao reg	Mcl1 Bid PPI	Structure
-16	101	-10	-9	0	101	-3	16	-2	100	-1	CCOc1ccc(/C=N/NC(=O)C(C)Sc2ccccn2)cc1OCC (centres undefined)
0	100	1	4	0	91	0	-2	0	100	-9	CCc1ccc(C2CC(c3ccc(Cl)cc3)=NNC2=O)cc1 (centres undefined)
.	?	.	.	.	102	.	-3	.	98	-12	CCOC(=O)COc1nc(-c2ccc(C)cc2)cc(-c2ccco2)c1C#N
.	?	.	.	.	102	.	10	.	99	-3	CC(C)c1nc2oc3c(N(C)CCO)ncnc3c2c2c1CCC2
-7	100	-7	0	-2	100	-2	-6	0	101	-11	Cc1ccc[n+](CC(=O)Nc2c(Cl)cc(Cl)cc2Cl)c1
-12	103	-7	-3	-1	107	-2	5	-1	105	-17	COCCNC(=O)CCc1c(C)nc2c(-c3ccc(F)cc3)c(C)nn2c1C
-3	98	0	-4	3	101	-1	-11	2	102	-22	COc1cccc(N2CCN(C(=O)Nc3ccc4c(c3)NC(=O)CO4)CC2)c1
-6	84	-2	-3	-2	98	-3	-4	0	91	-16	COC(=O)c1cc(C(=O)NC(C)(C)CC(C)(C)C)cc([N+](=O)[O-])c1
.	?	.	.	.	98	.	18	.	92	-62	Cc1nc2cc(NC(=O)Nc3cccc(F)c3)ccc2n1C
-1	92	-2	-1	-2	97	0	3	-1	94	-48	CCOC(=O)Cn1cc(C(=O)c2ccco2)c2ccccc21
-13	105	-8	-3	0	104	-3	2	2	102	-15	Cn1c(=O)c2c(nc(NCCCO)n2CCc2ccccc2)n(C)c1=O
-7	?	-5	-12	-3	102	-4	1	-3	102	-3	Cc1ccc(C(=O)c2ccccc2C(=O)OCC(=O)NC(=O)NC(C)(C)C)cc1
-11	102	-8	-10	0	101	-5	7	-3	99	-31	O=C1OCCC1Sc1nnc(-c2cccs2)n1Cc1ccccc1 (centres undefined)
-6	102	-3	0	5	102	0	-17	2	101	-19	Cc1nnc(SCC(=O)NC2CCCCC2C)s1 (centres undefined)
-13	98	-8	-7	-1	100	-1	-8	-1	101	-40	CN=C1S/C(=C\c2cc(C)n(-c3ccccc3F)c2C)C(=O)N1C
1	104	0	-2	1	104	-7	9	0	105	-26	Cc1cc2c(nc1C)CCCN2C[C@@H](C)O/N=C1/[C@H]2CCn3c(=O)n(-c4ccccc4)c(=O)n3[C@H]2[C@H](O)[C@@H]2O[C@H]12
-7	100	0	-6	-1	106	-1	3	-1	101	-21	Cc1nn(C)c(Cl)c1CN1CCCC(CO)(Cc2ccccc2)C1 (centres undefined)
0	98	-3	0	-2	97	0	3	-1	99	-19	CCOC(=O)C1CCN(C(=O)c2cc3cc4cc(OC)ccc4nc3o2)CC1
-3	97	-1	-6	-4	96	-4	11	0	96	-19	CN(C)c1ccc(NC(=S)NC(=O)/C=C/c2ccco2)cc1
-16	98	-7	-11	-4	99	-11	14	-3	100	1	CCn1c(-c2ccc(F)cc2)cnc1SCC(=O)N1CCc2ccccc21
7	?	4	-1	11	101	4	-4	-3	104	-24	CCOC(=O)C1CCN(C(=S)NC2CCCC2)CC1
-10	100	-3	-4	3	101	2	-2	0	106	-4	Cc1snc(S(=O)(=O)Cc2c(Cl)cccc2Cl)c1C#N
1	99	-3	-1	0	101	-2	19	1	97	-19	COC(=O)c1c(-c2ccc3ccccc3c2)csc1NC(=O)Cc1ccc(OC)c(OC)c1
-5	102	0	-8	-2	104	-1	-2	0	105	-14	CCN(CCn1cccn1)C(=O)CCc1nnc(-c2ccccc2)o1
-1	104	-4	0	0	103	-5	13	-4	102	-16	CSc1ccccc1NS(=O)(=O)c1ccccc1
-10	99	-5	-8	-4	98	-7	10	-1	100	-17	CC1Cc2nc(SCC(=O)Nc3nccs3)n(Cc3ccccc3)c(=O)c2S1 (centres undefined)
0	?	-2	0	-1	106	-2	36	-1	106	-23	CCOC(=O)NC(=O)/C(C#N)=C\NNc1ncc(C(F)(F)F)cc1Cl
0	94	0	-7	0	97	-4	3	-5	94	-10	Cc1ccc(S(=O)(=O)NC(C)C(=O)Nc2ccc(C(N)=O)cc2)cc1 (centres undefined)
2	117	1	-3	0	108	0	-72	0	120	-113	S=C(NN=C1C2CC3CC(C2)CC1C3)Nc1ccccc1
-14	98	-9	-5	-2	101	-4	16	-3	101	0	CCCCn1c(=O)n(Cc2cccc(F)c2)c(=O)c2c1ncn2Cc1ccco1
-8	105	-8	-6	-2	103	-4	12	-3	107	-27	CC1CCN(C(=O)c2cc(-c3ccccc3O)on2)CC1
-7	101	0	-4	0	102	-7	-16	-8	100	-17	COc1ccc(-c2ccc(Nc3ccc(S(=O)(=O)N4CCCC4)cc3)nn2)cc1OC
-1	99	-3	-3	-1	101	-1	-9	-2	103	-23	Cc1cc(NC(=O)CCC(=O)N(c2ccccc2)C(C(=O)NCC2CCCO2)c2cccnc2)no1 (centres undefined)
-13	102	-6	-2	-2	99	-7	-6	-2	100	-8	COc1ccc(C2(C(=O)Nc3ccc(S(=O)(=O)Nc4nc(C)cc(C)n4)cc3)CCCC2)cc1OC
-4	102	-1	-10	-1	102	-5	13	-3	102	-19	COc1cc(CCCN2C(=S)NC[C@@H]2CCCCN)cc(OC)c1OC
-10	100	-5	-4	0	102	-2	12	0	103	-16	COc1ccccc1C(=O)Nc1nnc(-c2ccc(F)cc2)o1
-2	91	1	-3	-1	98	-4	16	-2	94	-33	COc1ccccc1C(CNC(=O)c1ccc(S(=O)(=O)NCc2ccco2)cc1)N(C)C (centres undefined)
-11	108	-8	-8	1	107	0	9	1	109	-14	CC1CCN(c2c(NCC3CCC(C(=O)N4CCCC(C)C4)CC3)c(=O)c2=O)CC1 (centres undefined)
-4	?	-6	-4	2	101	0	9	-2	101	-34	COc1ccc(NS(=O)(=O)c2cc(NC(=O)C3CCCO3)ccc2N2CCCC2)cc1 (centres undefined)
-11	101	-7	-6	0	100	-3	-3	-1	101	-1	CCCN(CCC)c1ncnc2nc[nH]c12
-2	103	-4	1	4	105	3	11	2	102	-18	Cc1ccc(S(=O)(=O)CNC(=S)c2cccc(C)c2)cc1
-17	100	-5	-8	-2	100	-6	19	-3	100	20	Cc1noc(NS(=O)(=O)c2ccc(NC(=O)CCC3CCCCC3)cc2)c1C
-24	93	-21	-13	-9	96	-15	12	-9	94	-1	COC(=O)c1c[nH]n2c(=O)c(Cc3ccc(F)cc3Cl)c(C)nc12
-3	101	-6	0	0	103	0	3	0	103	-24	CSCCC(NC(N)=O)C(=O)Nc1ccc(C)cc1 (centres undefined)
3	104	4	-3	10	101	5	16	3	102	-2	CNC(=O)/C(C#N)=C/c1ccc(-c2ccc(Cl)cc2)o1
-13	99	-12	-8	-2	100	-10	10	-3	102	-35	COc1ccc(CCNC2CC(=O)N(CCc3ccccc3)C2=O)cc1 (centres undefined)
-3	103	0	0	-2	100	0	14	1	102	-3	COc1ccc2nc(NCCCNC(=O)c3cc(OC)c(OC)c(OC)c3)c(C#N)cc2c1
-6	111	-3	-5	-2	114	-1	-6	-4	109	-8	CCC(C)NC(=O)CSc1n[nH]c(-c2cc(Cl)ccc2OC)n1 (centres undefined)
0	99	0	-7	-2	101	-1	21	-1	103	-3	COc1cccc(NS(=O)(=O)c2ccc(Br)s2)c1
-9	101	-6	-9	1	102	-7	-2	-4	100	-62	COc1cc2c(cc1OC)CN(C(=O)COc1ccc(C)c(C)c1)CC2

Record cards, as listed above:
COc1cccc(NS(=O)(=O)c2ccc(Br)s2)c1 is entered as Bim-Bfl-1: 0; RGS7-Gao reg: 99; Bim-Bcl-2: 0; Bcl-B Bim block: -7; Bcl-W Bim block: -2; RGS8-Gao: 101; Bim-Bcl-XL: -1; Mcl1-Noxa inh: 21; Bim-Mcl-1: -1; RGS4-Gao reg: 103; Mcl1 Bid PPI: -3
CCOC(=O)NC(=O)/C(C#N)=C\NNc1ncc(C(F)(F)F)cc1Cl is entered as Bim-Bfl-1: 0; RGS7-Gao reg: ?; Bim-Bcl-2: -2; Bcl-B Bim block: 0; Bcl-W Bim block: -1; RGS8-Gao: 106; Bim-Bcl-XL: -2; Mcl1-Noxa inh: 36; Bim-Mcl-1: -1; RGS4-Gao reg: 106; Mcl1 Bid PPI: -23
COc1ccc(-c2ccc(Nc3ccc(S(=O)(=O)N4CCCC4)cc3)nn2)cc1OC is entered as Bim-Bfl-1: -7; RGS7-Gao reg: 101; Bim-Bcl-2: 0; Bcl-B Bim block: -4; Bcl-W Bim block: 0; RGS8-Gao: 102; Bim-Bcl-XL: -7; Mcl1-Noxa inh: -16; Bim-Mcl-1: -8; RGS4-Gao reg: 100; Mcl1 Bid PPI: -17

(more compounds)
Bim-Bfl-1	RGS7-Gao reg	Bim-Bcl-2	Bcl-B Bim block	Bcl-W Bim block	RGS8-Gao	Bim-Bcl-XL	Mcl1-Noxa inh	Bim-Mcl-1	RGS4-Gao reg	Mcl1 Bid PPI	Structure
.	?	.	.	.	101	.	13	.	99	-9	CC(C)(C)C(=O)/C(C#N)=C/c1cccs1
.	?	.	.	.	98	.	79*	.	100	-65	C=C(C)C(=O)Nc1cccc(C2=NOC3(C2)C[C@H](C(N)=O)N(C(=O)C(c2ccccc2)c2ccccc2)C3)c1 (some centres undefined)
-13	98	-5	-6	-3	101	-3	-4	-2	99	-15	Cc1ccc(C2C(C(=O)c3cccs3)=C(O)C(=O)N2CCN2CCOCC2)o1 (centres undefined)
-3	106	2	-1	3	103	0	7	2	102	-16	CS(=O)(=O)N(CC(=O)Nc1ccccc1-c1ccccc1)c1ccccc1
0	84	0	0	-1	70	0	2	-1	87	-5	Cc1ccc(S(=O)(=O)N(C)CCCC(=O)N2CCN(C=O)CC2)cc1
-9	102	-3	-2	0	102	-4	-9	6	102	-19	COc1cc(OC)nc(Oc2ccccc2C(=O)Oc2ccccc2Cl)n1
-12	92	-4	-5	2	89	7	0	2	90	-28	O/N=C1\CC/C(=N\O)c2nn(-c3ccc(Cl)cc3Cl)nc21
-7	102	-4	-4	-6	100	-1	4	-3	106	0	O=C(CN1C(=O)CC(c2ccco2)Sc2ccccc21)NC1CCCCC1 (centres undefined)
-8	?	-4	-8	-4	99	-4	7	-3	98	-12	O=C(COC(=O)c1ccccc1)Nc1cccc(S(=O)(=O)N2CCOCC2)c1
0	101	0	-1	0	100	0	0	-1	101	-1	Cc1nc(-c2cccc(NS(C)(=O)=O)c2)cs1
2	99	-1	3	0	101	-4	3	-1	100	-1	Cc1ccc(S(=O)(=O)NCC2CCC(C(=O)NCc3cccnc3)CC2)cc1 (centres undefined)
-4	103	0	-5	-3	104	-5	-25	-3	104	-36	O=C(CSCc1cccc(F)c1)NCc1ccccc1
-16	97	-11	-10	-3	99	-3	-5	3	97	-13	COC(=O)Nc1ccc(OC)c(OC)c1
-5	97	-2	-4	-2	100	-4	9	-1	101	-32	O=C(CC(c1ccc(F)cc1)c1ccco1)Nc1nccs1 (centres undefined)
-26	98	-16	-13	-7	100	-15	3	-9	100	-27	CC(=O)c1ccc(NC(=O)Oc2ccccc2)cc1
1	93	-1	-2	0	100	-3	8	0	98	-1	Cc1ccc(/C=C/S(=O)(=O)NCc2ccc(F)cc2)cc1
-6	66	-3	-6	-1	88	2	-22	0	56	-41	CCCc1ccc(-c2cc(C(=O)N/N=C/c3ccc([N+](=O)[O-])o3)c3ccccc3n2)cc1
.	?	.	.	.	105	.	16	.	108	-16	Cc1ccc(S(=O)(=O)NNC(=O)c2cnn(-c3ccccc3)c2C(F)(F)F)cc1
